From PubChem
NR1D1 modulator: Rev-erb alpha (human) modulation; activity, % at 10 µM; Rev-erbα–FITC-DNA binding, fluorescence polarization, 90 min; 0.79% of 370,000 active;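 active means activity above about 14%, limit read from the data; passing the limit was not always enough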;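 further: 0% = DMSO wells with 35 nM protein and 100% = DMSO wells with 750 nM protein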
Target sequence (P20393 whole entry, looked up): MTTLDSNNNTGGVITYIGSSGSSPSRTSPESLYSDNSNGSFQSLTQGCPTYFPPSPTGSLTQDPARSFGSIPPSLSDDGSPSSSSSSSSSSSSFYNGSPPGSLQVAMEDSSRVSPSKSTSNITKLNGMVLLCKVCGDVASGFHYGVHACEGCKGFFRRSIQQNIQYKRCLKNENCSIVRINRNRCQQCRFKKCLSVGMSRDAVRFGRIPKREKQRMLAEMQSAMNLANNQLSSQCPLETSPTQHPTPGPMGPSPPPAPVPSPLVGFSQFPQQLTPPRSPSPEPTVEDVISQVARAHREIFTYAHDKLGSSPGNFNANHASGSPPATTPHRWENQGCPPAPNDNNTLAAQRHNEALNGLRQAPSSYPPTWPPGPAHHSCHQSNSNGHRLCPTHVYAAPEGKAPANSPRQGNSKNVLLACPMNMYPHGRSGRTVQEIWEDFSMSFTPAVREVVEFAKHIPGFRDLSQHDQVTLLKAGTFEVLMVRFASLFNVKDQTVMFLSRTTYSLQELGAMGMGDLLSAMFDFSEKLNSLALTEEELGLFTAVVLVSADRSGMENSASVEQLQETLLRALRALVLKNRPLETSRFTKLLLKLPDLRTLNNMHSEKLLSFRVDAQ
PLC-gamma1 inh: blocks human PLC-gamma1 enzyme activity; P19174; purified PLC-gamma1, fluorogenic substrate, fluorescence; inhibition, % at 12.2 µM; 0.84% of 370,000 active; in the data active means inhibition above about 9.5%
DAX1 inh-1: NR0B1 (DAX1) inhibition; P51843; HEK293 Gal4-DAX1 luciferase reporter, luminescence; inhibition, % at 6.75 µM; 0.99% of 340,000 active; AID 504766;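 active means inhibition above the mean over all tested compounds plus 3 SD, cut at about 4.2% in these data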;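 further: 0% = DAX1-transfected cells with DMSO and 100% = empty-vector control cells with DMSO; inhibition shows as a rise in luminescence from relieved DAX1 repression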
MBD2 DNA inh: MBD2-methylated oligo binding inhibition; Q9UBB5; TR-FRET, MBD2 binding to methylated oligonucleotide; inhibition, % at 4.4 µM; 0.31% of 370,000 active; in the data active means inhibition above about 13%
Target sequence (Q9UBB5 whole entry, looked up): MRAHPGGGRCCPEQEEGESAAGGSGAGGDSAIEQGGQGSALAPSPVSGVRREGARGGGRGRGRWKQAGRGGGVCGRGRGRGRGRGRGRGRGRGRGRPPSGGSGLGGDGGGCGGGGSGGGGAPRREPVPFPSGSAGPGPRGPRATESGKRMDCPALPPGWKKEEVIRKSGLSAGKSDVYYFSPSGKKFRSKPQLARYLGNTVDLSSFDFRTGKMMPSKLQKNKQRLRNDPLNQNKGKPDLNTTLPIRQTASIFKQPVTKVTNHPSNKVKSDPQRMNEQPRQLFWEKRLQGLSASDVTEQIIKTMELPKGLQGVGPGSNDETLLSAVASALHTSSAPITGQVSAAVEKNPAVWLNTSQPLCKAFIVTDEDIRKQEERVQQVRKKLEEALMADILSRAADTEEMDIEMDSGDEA
DAX1 inh-2: inhibitors of DAX1 repression of SF-1 activated StAR promoter. HEK293T StAR-luciferase reporter, SF-1/DAX-1 repression relief. 1.1% of 370,000 active. AID 652010. inhibition, % at 6.8 µM;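 active means inhibition above the mean over all tested compounds plus 3 SD, cut at about 3.6% in these data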;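 further: 0% = DAX-1 cells with DMSO and 100% = cells lacking DAX-1 with DMSO; higher inhibition means more luminescence from relief of DAX-1 repression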
PLC-beta3 inh: blocks human PLC-beta3 enzyme activity; Q01970; Purified PLC-beta3, fluorogenic substrate, fluorescence; inhibition, % at 12.2 µM; 0.18% of 370,000 active; in the data active means inhibition above about 11%;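 further: 0% = median of compound wells on plate and 100% = full blocker control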
hgDAF-12 ag: activates the H. glycines DAF-12 receptor ligand-binding domain; activation, % at 6.8 µM; AID 687014; HEK293 GAL4-hgDAF12 UAS-luciferase reporter, agonist luminescence; normalized to butyrate control; 1.8% of 370,000 active;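 active means activation above a cutoff set at the mean of all screened compounds plus 3 SD, cut at about 10% in these data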;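 further: 0% = DMSO wells and 100% = sodium butyrate wells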
ssDAF12 agonist: activates DAF-12 receptor from parasite S. stercoralis | HEK293 ssDAF-12/GRIP1 lit1-tk-luc reporter, luminescence; % of 3 µM dafachronic acid response | activation, % at 6.8 µM | 1% of 370,000 active | AID 652126;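 active means activation above the mean over all tested compounds plus 3 SD, cut at about 0.9% in these data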;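 further: 0% = DMSO-only wells and 100% = 3 µM delta7-dafachronic acid wells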
ADAM17 inh: inhibits human ADAM17; inhibition, % at 6.95 µM; AID 720648; recombinant ADAM17, EDANS/DABCYL FRET peptide cleavage; 0.83% of 370,000 active;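 active means inhibition above the mean of compounds lying between control limits plus 3 SD, set per campaign, cut at about 8.5% in these data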;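 further: 0% = DMSO-only wells as the low control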
SMARCA2 activ: SMARCA2 function activation, primary screen | activation, % at 9.1 µM | MG213 cells, MMTV-luciferase reporter, dexamethasone, overnight | 1% of 370,000 active; in the data active means activation above about 7.8%;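 further: 0% = vehicle wells and 100% = reference activator wells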
hcDAF12 agonist: H. contortus DAF-12 activation, primary screen | 1.4% of 370,000 active | HEK293 hcDAF-12 lit1-tk-luc reporter, luminescence; 0% DMSO, 100% Δ7-dafachronic acid | activation, % at 6.8 µM;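 active means activation above the mean of all tested compounds plus 3 SD, cut at about 5.5% in these data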;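 further: 100% = response to 3 µM Δ7-dafachronic acid high control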
Starred values were filed as active, the others as inactive; i = inactive; / = no result given. No enrichment for hits; about 7.4% have a hit in one of these screens.

SMILES	NR1D1 modulator	PLC-gamma1 inh	DAX1 inh-1	MBD2 DNA inh	DAX1 inh-2	PLC-beta3 inh	hgDAF-12 ag	ssDAF12 agonist	ADAM17 inh	SMARCA2 activ	hcDAF12 agonist
O=C(OCC(=O)C12CC3CC(CC(C3)C1)C2)c1ccccc1O	-2	4	2.6	-1	-0.7	-1	0.4	-1.1	-1	-3	-0.8
COc1ccccc1C(=O)NCCC(=O)N1CCCC(C(F)(F)F)C1 (centres undefined)	1	1	-0.1	3	2.2	-4	0.2	-0.7	-1	-1	-0.3
CCNCCC(CCC(C)C)c1ccc2c(c1)OCO2 (centres undefined)	-1	8	/	0	0.2	-1	3.4	-1.3	2	-3	-0.7
CS(=O)(=O)N1CCN(c2ccccc2NC(=O)c2ccc(Cl)cc2)CC1	-2	4	-1.9	-2	-0.4	2	-1.1	-0.9	1	-1	-1.0
CC(C)C[C@@H](CN1CCC[C@@H]1CN1C(=S)NC[C@@H]1Cc1ccc(O)cc1)N1C[C@H](Cc2ccc(O)cc2)N(CC2CCCCC2)C1=S	5	2	/	4	0.2	2	-4.3	-1.5	8	-5	-1.7
CC1CCCCN1C(=O)CSc1nnc(-c2ccco2)n1CC1CCCO1 (centres undefined)	-1	-1	-0.2	3	0.4	4	-2.3	-1.7	3	-1	-1.5
CC(=O)CC1c2cc(F)ccc2C=C(c2ccsc2)N1c1ccc(C#Cc2cncn2C)cc1 (centres undefined)	0	-343	/	4	-0.6	-468	0.0	-1.7	-68	-4	-1.9
CCc1cnc(Nc2nc(C(N)c3ccccc3Cl)cs2)nc1 (centres undefined)	6	9	/	2	-1.8	-2	-0.9	-1.4	-1	-2	-2.5
CC(NC(=O)COc1ccccc1-c1ccccc1)c1ccccc1 (centres undefined)	12	3	1.4	-9	-0.1	0	-3.5	-0.4	8	-2	-1.4
O=C(NCCN1CCOCC1)c1cc(-c2ccccc2Cl)nc2ccccc12	4	-2	0.1	-1	-1.4	-9	-1.7	-0.2	0	-1	3.0
CCOc1ccccc1NC(=O)Nc1ccc(Cl)cc1	-2	4	-1.9	2	-0.6	1	-1.5	-1.3	5	1	-0.6
Cc1cc(C)nc(SCc2nnc(SCC(=O)Nc3ccccc3C)n2Cc2ccco2)n1	-2	-1	1.1	-4	-0.6	-1	-1.0	-1.4	-1	1	-1.8
Nn1c(SCCOc2ccc(Cl)cc2)nnc1-c1cccnc1	-4	-1	1.1	1	0.0	-7	-0.6	-1.2	-1	1	0.5
CCN(CC)C(=O)CC[C@H]1CC[C@]2(CCCN(C(=O)c3ccccc3)C2)O1	-7	3	/	8	-1.1	-5	0.1	-1.6	-7	-2	-0.9
Brc1cccc2sc(N3CCN(c4ccccc4)CC3)nc12	-6	2	0.0	-2	1.0	-4	4.3	-0.5	1	-2	3.7
O=C1C=CC(=O)N1c1cccc2cccnc12	-35	-8	-1.5	-4	-1.0	-12	2.5	-0.6	-4	1	0.4
CC(O)CNC(=O)c1ccc(-c2nn(C)c(=O)c3ccccc23)cc1 (centres undefined)	7	4	1.8	1	-0.3	1	0.3	-1.5	0	5	-2.7
Cc1ccc(C)c(C2C(=O)c3ccccc3C2=O)c1	0	-1	-0.3	-2	0.1	-5	1.4	-0.8	0	1	-2.5
O=C(c1cccc(Br)c1)c1nc2ccccc2[nH]c1=O	0	-2	/	4	-0.3	-2	-0.6	-1.1	-2	-5	-2.0
S=C(NC1CCCCC1)NN1CCOCC1	-2	2	-1.5	-1	-0.9	0	0.0	-1.4	-3	-4	0.2

In the list so far, 2 have two or more sulfur atoms:
SMILES	NR1D1 modulator	PLC-gamma1 inh	DAX1 inh-1	MBD2 DNA inh	DAX1 inh-2	PLC-beta3 inh	hgDAF-12 ag	ssDAF12 agonist	ADAM17 inh	SMARCA2 activ	hcDAF12 agonist
CC(C)C[C@@H](CN1CCC[C@@H]1CN1C(=S)NC[C@@H]1Cc1ccc(O)cc1)N1C[C@H](Cc2ccc(O)cc2)N(CC2CCCCC2)C1=S	5	2	/	4	0.2	2	-4.3	-1.5	8	-5	-1.7
Cc1cc(C)nc(SCc2nnc(SCC(=O)Nc3ccccc3C)n2Cc2ccco2)n1	-2	-1	1.1	-4	-0.6	-1	-1.0	-1.4	-1	1	-1.8

Nothing new here: an excerpt of the list.
SMILES	NR1D1 modulator	PLC-gamma1 inh	DAX1 inh-1	MBD2 DNA inh	DAX1 inh-2	PLC-beta3 inh	hgDAF-12 ag	ssDAF12 agonist	ADAM17 inh	SMARCA2 activ	hcDAF12 agonist
COc1ccccc1C(=O)NCCC(=O)N1CCCC(C(F)(F)F)C1 (centres undefined)	1	1	-0.1	3	2.2	-4	0.2	-0.7	-1	-1	-0.3
CCNCCC(CCC(C)C)c1ccc2c(c1)OCO2 (centres undefined)	-1	8	/	0	0.2	-1	3.4	-1.3	2	-3	-0.7

(further entries)
SMILES	NR1D1 modulator	PLC-gamma1 inh	DAX1 inh-1	MBD2 DNA inh	DAX1 inh-2	PLC-beta3 inh	hgDAF-12 ag	ssDAF12 agonist	ADAM17 inh	SMARCA2 activ	hcDAF12 agonist
CCOC(=O)CC1C(=O)NCCN1C(=O)Nc1ccc(Cl)cc1 (centres undefined)	1	4	-0.7	-4	0.5	2	1.0	-1.4	3	1	-0.6
CC(C)C[C@H]1CNC(=S)N1CC1CCCN1C[C@H](Cc1ccc(O)cc1)N1C[C@H](Cc2ccccc2)N(CC2CCCCCC2)C1=S (some centres undefined)	7	4	0.8	-3	3.3	7	6.8	-0.1	5	-3	3.4
O=C(Nc1ccccc1)N1CCc2c([nH]c3ccccc23)C1C(F)(F)F (centres undefined)	-2	2	-0.5	8	-0.3	-9	-2.6	-0.6	-1	-6	-0.5
CCS(=O)(=O)c1nc(S(=O)(=O)c2ccc(Cl)cc2)c(N2CCC(C(N)=O)CC2)s1	1	5	0.4	0	-0.4	-9	0.8	-1.0	-1	-4	-2.5
CC1(C(=O)NC2CCCCCC2)CCN1C(=O)C1(c2ccccc2)CC1 (centres undefined)	1	0	/	4	-1.5	1	0.3	-1.1	-1	-3	0.6
COc1cc2c(C)nc3c(c(C)nn3-c3ccccc3)c2cc1OC	21*	-4	-0.4	-1	-0.6	-14	-1.9	-1.3	-11	-2	-0.5
O=C(C1=C(O)C(=O)N(CCCN2CCOCC2)C1c1ccccn1)c1cc2ccccc2o1 (centres undefined)	-2	5	1.3	-8	1.0	-4	1.5	-0.7	2	-5	0.4
CCOc1cc(-c2noc(CCCC(N)=O)n2)cc(Br)c1OC	-2	2	0.0	3	0.2	-1	-1.6	-0.8	-3	-3	-2.1
CC(C)(C)OC(=O)NCCc1nc(NC(=O)OCc2ccccc2)sc1C(=O)O	3	-2	/	2	0.1	1	1.5	-1.1	-4	-2	-0.4
N#Cc1cccc(Nc2c3c(nc4ccccc24)CCC3)c1	3	-8	-0.9	1	-0.5	-19	-2.0	-1.3	-1	4	-1.9
C[C@@H]1COC(=O)[C@@H](CC(=O)OC(C)(C)C)C/C=C\C[C@@H](CC(=O)NCCO)C(=O)N1	-3	0	1.8	-1	-0.6	-2	-1.1	-1.3	1	5	-1.8
O=C(CN1CCCC1)Nc1ccc2c(c1)CCC2	6	1	-0.6	0	1.0	-5	1.1	-0.9	-3	4	-0.3
CC1CCCC(NC(=O)c2cc(-c3ccncc3)nc3ccccc23)C1C (centres undefined)	5	-1	0.4	1	1.6	-6	-0.6	-0.9	2	-2	-0.4
O=C(NNC(=O)c1cccc2ccccc12)c1ccco1	-1	0	-0.7	-4	0.5	-5	-3.0	-0.9	-2	1	-1.2
Cc1cccc(C)c1NC(=O)CC(NCCc1ccccc1)C(=O)O (centres undefined)	0	4	-1.5	-2	0.4	3	-0.7	-0.5	4	-3	0.1
Cc1ccccc1C(=O)NC1CCN(CC(=O)Nc2ccc3c(c2)OCO3)CC1	-2	0	-0.4	1	-0.5	-2	1.7	-1.4	-4	-3	-0.9
Cc1ccc(CNC(=O)COc2ccc(C)nc2[N+](=O)[O-])cc1	2	3	0.0	-3	-0.4	1	-1.4	-0.7	2	0	-4.0
COc1cc(C2(c3ccc(O)c(OC)c3)C(=O)N(C)c3ccc(Br)cc32)ccc1O	-2	-2	0.2	1	-0.4	-6	-0.3	-1.5	3	-2	-1.5
O=C(O)C1C2C=CC3(CN(Cc4ccccn4)C(=O)C13)O2 (centres undefined)	7	8	-0.6	0	-0.5	6	-1.5	-0.9	4	-5	-1.4
CSCCC(NC(N)=O)C(=O)NCc1cccc(Cl)c1 (centres undefined)	0	7	-0.9	2	-0.6	3	-1.6	-1.0	-1	-7	-2.2
CCN(CC)S(=O)(=O)c1ccc(Cl)c(C(=O)Nc2ccc(Cl)cc2[N+](=O)[O-])c1	-1	4	-2.2	1	-2.1	1	-3.4	-2.2	5	-7	-5.5
COc1ccc(OCCC(=O)NCc2ccccc2)cc1	-1	4	1.6	-7	0.7	3	-4.0	-0.5	-2	7	-2.1
CCCCCCCCN1CCS(=O)(=O)N(Cc2ccc(F)cc2)C(C(=O)OC)C1 (centres undefined)	3	1	/	3	-0.8	0	0.9	-1.7	1	0	-2.5
COCCCNC(=S)NNC(=O)c1ccc(C(C)(C)C)cc1	-2	2	2.4	-6	0.4	-3	2.2	-0.7	-4	-1	1.3
O=C(C(=O)N1CCN(S(=O)(=O)c2cccc(C(F)(F)F)c2)CC1)c1cccc(C(F)(F)F)c1	-1	-3	/	3	-0.8	8	-0.8	-0.7	0	-7	-0.1
O=C(NC(=S)Nc1ccc2oc(=O)ccc2c1)c1ccccc1F	0	3	/	2	0.4	1	-1.4	-1.6	1	-1	-2.2
COc1ccc(CNC(=O)C(=O)NCc2ccncc2)cc1	1	5	-1.0	-2	0.1	5	1.1	-1.2	4	-1	-1.5
CCn1c2ccccc2c2cc(CN3CCN(S(=O)(=O)CC)CC3)ccc21	9	3	/	4	-1.0	1	-1.6	-1.4	-3	-4	-2.2
COCCNC(=O)c1c(N)n(CCCn2ccnc2)c2nc3ccccc3nc12	5	i	3.5	-11	0.0	i	-0.1	-1.4	-497	-2	-0.2
O=C1CC(c2ccccc2)CN1S(=O)(=O)c1ccccc1 (centres undefined)	-2	2	-1.6	2	-0.2	1	1.0	-0.9	-1	-1	1.0
O=C(c1ccc(Cl)cc1)N(Cc1ccco1)C1CCS(=O)(=O)C1 (centres undefined)	-5	3	0.2	0	-1.1	4	-1.9	-0.5	5	-2	2.3
Cc1ccc(Cl)cc1NC(=S)N(Cc1cccnc1)Cc1ccccc1Cl	-1	1	-0.1	0	-0.4	-2	-1.1	-1.5	-3	-3	-1.6
COc1ccc(-c2nc(CS(=O)CC(=O)NCCc3ccc(OC)c(OC)c3)c(C)o2)cc1 (centres undefined)	5	1	-0.3	0	-0.2	-8	-0.8	-1.1	1	-2	-2.0
O=C(Cn1ncc2c(=O)oc3ccccc3c21)NCCC1=CCCCC1	3	2	-0.6	-2	0.1	-1	-2.1	-1.2	-3	0	1.0
C=CCOc1ccc(Cl)cc1-c1noc(-c2csc([C@H]3C[C@H](O)[C@@H](CO)O3)n2)n1	-7	-2	/	-6	-1.0	0	-0.6	-1.4	-1	1	-1.4
CCOc1ccc(OCC)c(S(=O)(=O)NC2CC(C)(C)NC(C)(C)C2)c1	4	-3	0.9	1	0.8	-8	-0.9	-0.4	-3	-3	0.3
Clc1ncccc1-c1nc2ccccc2s1	3	3	0.2	-5	-0.2	-1	6.0	-1.0	-1	5	1.1
O=C(c1sc(N2CCOCC2)nc1-c1ccccc1)N1CCCCC1	-1	-3	0.0	1	-0.4	-5	-0.1	-1.1	3	-3	-2.0
